MCF10A rereplic = induces DNA re-replication in MCF 10a normal breast cells; MCF 10A DNA re-replication, Hoechst nuclear intensity, 48 h; Potency, µM (titrated, usually from 46.1 µM), without a hit: at the highest dose activity, positive = re-replication, hits mostly activators; 350,000 compounds, 2.9% hits; AID 624296; also: potency is read from the fitted curve at half-maximal effect; % of control where 0% means no effect; nearly all actives have a fitted effect of over 50% in size
KB-3-1 tox = kills parental KB-3-1 adenocarcinoma cells. KB-3-1 viability, CellTiter-Glo ATP luminescence, 72 h. Potency, µM (top dose mostly 46.1 µM), without a hit: at the highest dose activity change, negative = cytotoxic, hits mostly cytotoxic. 400,000 compounds, 1.4% hits. AID 1347075; also: potency is read from the fitted curve at half-maximal effect; % is scaled to controls: 0 for no effect and ±100 for the full control effect; nearly all actives have a fitted effect of over 60% in size
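Cells are dispensed, compounds pinned in, plates held at 37 °C for 72 h, then CellTiter-Glo is added and luminescence read after 10 minutes. Cell line: parental KB-3-1 in phenol-red-free DMEM, 10% FBS.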
ATXN2 expr inh = inhibitors of ATXN2 expression; Potency, µM (top dose mostly 57 µM), for the others: at the top dose activity change, negative = inhibition, actives largely listed as inhibitors; 360,000 compounds, 0.72% hits; HEK-293 ATXN2-luciferase reporter, luminescence, 24 h; also: potency is read from the fitted curve at half-maximal effect; % is scaled to controls: 0 for no effect and ±100 for the full control effect; nearly all actives have a fitted effect of over 55% in size
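ATXN2-luciferase reporter cells (luciferase flanked by upstream and downstream ATXN2 gene portions) were treated 24 h at 37 °C with compounds at up to 57 uM. SteadyGlo luminescence gave expression; GF-AFC fluorescence gave viability.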
HT1080 IDH1KD tx = toxicity to HT-1080 IDH1 knockdown cells (counter line); HT-1080 IDH1 knockdown viability, ATP luminescence, 48 h; Potency, µM (highest dose often 46.1 µM), for inactives: at the highest dose activity, negative = toxicity, usual class: cytotoxic; 360,000 compounds, 2% hits; AID 686971;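 also: potency is read from the fitted curve at half-maximal effect; 0% = DMSO wells and -100% = cell-free medium wells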
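IDH1KD HT-1080 cells, 750/well, RPMI + 5% FBS; compound pinned after 2 h settling; 48 h, 37 °C; CellTiter-Glo luminescence; % activity normalised to DMSO and no-cell wells; curves fitted, classed by r2 and efficacy.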
HT1080NT lethal = kills 2HG-producing HT-1080-NT fibrosarcoma cells | Potency, µM (series often up to 46.1 µM), for inactives: top-dose activity, negative = less viability, actives largely listed as cytotoxic | HT-1080-NT fibrosarcoma viability, CellTiter-Glo ATP luminescence, 48 h | 360,000 compounds, 1.6% hits;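 also: NT is the 2HG producing partner of a matched IDH1 knockdown line; potency is read from the fitted curve at half-maximal effect; 0% = DMSO-treated cells and -100% = media-only wells without cells; nearly all actives have a fitted effect of over 55% in size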
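Toxicity toward the 2HG-producing NT line was scored as %Activity, normalised to DMSO and no-cell wells, from CellTiter-Glo luminescence after 48 hours' treatment.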
IL1B secr inh = inflammasome signaling inhibition, IL-1 beta readout | THP-1 LPS/ATP IL-1B secretion, AlphaLISA, 16 h; active compounds read low | activity change, % at 57.5 µM | 360,000 compounds, 4.7% hits | AID 743279; in the data active = activity change below about -50%; inconclusive = mostly about -30% to -49%; also: % is scaled to controls: 0 for no effect and ±100 for the full control effect
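THP-1 cells pretreated 1 hr with compounds (up to 57.5 uM final), then stimulated with LPS (250 ng/mL final) plus ATP (1.25 mM final); secreted IL-1B measured by AlphaLISA after 16 hr, decreased signal indicating inhibition.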
HepG2 viability = counter-screen for TGF-b inhibitors: cytotoxicity in HepG2 cells; HepG2 CAGA-GFP viability, ATP luminescence, 18 h; Potency, µM (doses to about 46.1 µM), for the others: at the top dose activity change, negative = cytotoxicity, most hits filed as cytotoxic; 410,000 compounds, 0.76% hits; also: potency is read from the fitted curve at half-maximal effect; some results filed as inactive show a strong effect at the top dose
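CellTiter-Glo luminescence gave cytotoxicity after 18 hours at 37 degrees C. The cells were HepG2 CAGA-GFP in 1% FBS DMEM, stimulated with 500 pg/mL TGF-beta after compound addition. %Activity was normalised to no-cell wells (complete cell-killing) and DMSO (no toxicity), and curves were fitted and classified.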
ATXN viability = viability counter-screen for ATXN expression inhibitors | S2 cells (HEK-293 line with an ATXN2-luciferase reporter) viability, CellTiter-Fluor protease fluorescence, 24 h | Potency, µM (top dose mostly 56.7 µM), usual class: cytotoxic | 400,000 compounds, 0.49% hits | AID 651635; also: potency is read from the fitted curve at half-maximal effect; nearly all actives have a fitted effect of over 40% in size
SW480 rereplic = DNA re-replication induction in SW480 cells | SW480 DNA re-replication, Hoechst DNA content imaging, 48 h | Potency, µM (series often up to 46.1 µM), without a hit: at the highest dose re-replication activation, actives largely listed as activators | 340,000 compounds, 1.8% hits | AID 624297; also: potency is read from the fitted curve at half-maximal effect; % of control where 0% means no effect; nearly all actives have a fitted effect of over 55% in size
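Compounds, transferred as 23 nL by pin tool, were incubated with cells for 48 hr; DNA content per nucleus was then quantified by Hoechst staining and fluorescence plate imaging.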
Numbers without * were called inactive; i = inactive; ? = inconclusive; nt = not tested or not shown; [ ] = another dose, or the depositor's remark. Unless noted, calls follow the shape of the dose curve; as a rule, active = well fitted curve in the direction sought with a large enough effect; inconclusive = small, poorly fitted or top-dose-only effect, or another doubt; inactive = no such curve, though single readings can be large; an effect the other way counts as inactive or inconclusive.

canonical_smiles	MCF10A rereplic	KB-3-1 tox	ATXN2 expr inh	HT1080 IDH1KD tx	HT1080NT lethal	IL1B secr inh	HepG2 viability	ATXN viability	SW480 rereplic
CC(CCC(=O)O)(c1ccc(O)cc1)c1ccc(O)cc1	16%	0%	3%	12%	19%	19	-56%	i	-27%
O=C1CN(C(=O)COC(=O)C23CC4CC(CC(O)(C4)C2)C3)c2ccccc2N1	4%	9%	1%	5%	0%	20	-12%	i	-6%
O=C(N/N=C/C=C/c1ccc2c(c1)OCO2)C(O)c1ccccc1 (configuration not stated)	11%	-10%	0%	-2%	-5%	-2	-8%	i	-5%
CN(C)CCOc1nc(-c2ccccc2)nc2c1oc1ccccc12	?	?	?	-2%	?	-99*	-45%	i	?
CCNC(=S)NCc1ccc2c(c1)OCO2	-33%[inhibitor]	11%	5%	15%	2%	10	13%	i	-7%
CCc1ccc(NC(=O)COc2ccc3c(c2)OCO3)cc1	-18%	6%	5%	?	-19%	-21	-5%	i	-1%
COc1ccc(CCN=C(N)NS(=O)(=O)c2ccc3ccccc3c2)cc1	10%	-9%	-3%	-14%	-16%	-7	-24%	i	-5%
COc1ccc(Br)cc1S(=O)(=O)NCc1ccccn1	?	-10%	6%	6%	2%	3	-3%	i	2%
C=CCSc1nc(N(CC)CC)c2sccc2n1	6%	-2%	-2%	-3%	1%	-9	-2%	i	-2%
O=C(NCCc1ccccc1)c1ccc2c(c1)N(Cc1ccc(F)cc1Cl)C(=O)CS2	nt	20%	-1%	nt	nt	nt	-55%	?	nt
Cc1cc(OCC(=O)Nc2cccc(S(=O)(=O)NC3=NCCCCC3)c2)ccc1Cl	9%	5%	-9%	-2%	-6%	?	-23%	i	-3%
O=C(NC1c2ccccc2-c2ccccc21)c1ccccc1	-1%	-1%	-26%	-1%	-3%	27	-30%	i	-7%
Cc1ccc(C(=O)N/N=C/c2ccc3c(c2)OCO3)o1	-5%	-3%	-5%	?	-18%	2	-38%	?	12%
CC(=O)Nc1c(Br)cc2c(c1Br)Cc1cc(Br)ccc1-2	?	?	-9%	?	?	-15	0%	i	?
Cc1nonc1C(=O)N/N=C/c1cccc(O)c1	-3%	2%	5%	-8%	2%	-2	8%	i	-8%

Looked up by compound from the entries so far, two records:
canonical_smiles	MCF10A rereplic	KB-3-1 tox	ATXN2 expr inh	HT1080 IDH1KD tx	HT1080NT lethal	IL1B secr inh	HepG2 viability	ATXN viability	SW480 rereplic
COc1ccc(CCN=C(N)NS(=O)(=O)c2ccc3ccccc3c2)cc1	10%	-9%	-3%	-14%	-16%	-7	-24%	i	-5%
CC(CCC(=O)O)(c1ccc(O)cc1)c1ccc(O)cc1	16%	0%	3%	12%	19%	19	-56%	i	-27%

Other structures follow.
canonical_smiles	MCF10A rereplic	KB-3-1 tox	ATXN2 expr inh	HT1080 IDH1KD tx	HT1080NT lethal	IL1B secr inh	HepG2 viability	ATXN viability	SW480 rereplic
CCOC(=O)C(C)NC(=O)c1c(C)oc2ncn(CC(C)C)c(=O)c12 (configuration not stated)	nt	-1%	9%	nt	nt	nt	-29%	i	nt
Oc1c(Br)cc(Br)c(/C=N/n2c(-c3ccccc3)n[nH]c2=S)c1Br	?	1%	-23%	-18%	?	-3	-28%	i	13%
Cc1ccc([C@H]2C(C(=O)O)=CC[C@@H](c3ccc(C(C)C)cc3)N2S(=O)(=O)c2ccc(C)cc2)cc1	-10%	0%	-21%	-14%	-10%	0	-60%	?	-1%
N#CCCN(C(=O)COC(=O)C1CCN(S(=O)(=O)c2ccc3c(c2)OCCO3)CC1)c1ccccc1	3%	-8%	2%	-3%	2%	17	4%	i	-3%
NS(=O)(=O)c1ccc(CCNC(=O)COC(=O)c2nc(Cl)ccc2Cl)cc1	-5%	-1%	4%	1%	8%	3	8%	i	-3%
Cc1cccc(Nc2nnc(-c3ccc(N4CCOCC4)c([N+](=O)[O-])c3)c3ccccc23)c1	17%	?	?	-12%	-21%	-62*	-2%	?	30%
COc1ccc(CCNC(=O)NC2CCCCC2)cc1	-3%	1%	15%	8%	15%	13	-2%	i	-25%
COc1ccc(C(C)(C)C)cc1NC(=O)CNc1cccc2ccccc12	19%	-29%	3%	-8%	-3%	?	-5%	i	13%
Cc1cc([N+](=O)[O-])nn1CC(=O)N1CCOCC1	-5%	8%	1%	5%	12%	1	-18%	i	-18%
CCOC(=O)NN1C(=O)c2ccccc2NC1c1ccc(OC)c(OC)c1 (configuration not stated)	6%	14%	1%	23%	12%	9	12%	i	-2%
COc1cccc(N2CC(NC(=O)C(=O)c3c(C)[nH]c4ccccc34)CC2=O)c1 (configuration not stated)	-2%	-2%	-8%	-1%	-10%	1	1%	i	10%
CC(C)NC(=O)C1CCN(C2CCN(C(=O)/C=C/c3cccs3)CC2)CC1	-2%	16%	4%	6%	13%	15	-5%	i	-3%
Cc1cc(C)n2[nH]c(=O)c(N=Nc3ccccc3)c2n1	-2%	3%	1%	11%	?	3	-11%	i	-4%[9.22 µM]
OCCCNc1nc(-c2ccccc2)c2cc(Cl)ccc2n1	8.2µM*	-11%	nt	-15%	0%	0	-15%	nt	?
Cc1c(C#N)c(O)n(CCO)c(=O)c1N=Nc1ccc(S(N)(=O)=O)cc1	0%	-1%	-10%[11.3 µM]	11%	0%	7	-2%	?	-3%
COC(=O)c1ccc2nc(-c3ccccc3)c(Cc3ccccc3C(F)(F)F)n2c1	nt	5%	6%	3%	4%	17	nt	i	nt
CCCCn1c(-c2sccc2C)n[nH]c1=S	-4%	0%	0%	5%	8%	30	-5%	i	-127%[inhibitor]
O=c1c2ccccc2ncn1/N=C/c1ccccc1	3%	-2%	8%	12%	3%	12	-4%	i	-7%
CCN(CC(=O)Nc1ccccc1C(F)(F)F)C(=O)CCOc1ccccc1C	0%	1%	0%	2%	1%	10	0%	i	10%
Fc1c(F)c(F)c(NC2=NCCCCC2)c(F)c1F	-6%	-6%	2%	16%	12%	4	-1%	i	11%
O=C(Nc1ccc(N2CCOCC2)c(Cl)c1)c1cccc(F)c1	1%	-26%	91%[activator]	-12%	-9%	-54*	-50%	i	1%
Cc1ccc(-c2cc(-c3ccco3)c(C#N)c(=O)[nH]2)cc1	5%	-3%	-28%	0%	-13%	17	3%	nt	-2%
CC1CCCN(Cc2cn3c(-c4cccc(Br)c4)nnc3s2)C1 (configuration not stated)	nt	6%	2%	nt	nt	nt	-27%	i	nt
O=C(Cc1cccs1)Nc1cccc(-c2ccc3nncn3n2)c1	0%	-1%	30%	-9%	0%	61	-32%	i	-5%
C[C@H](NC(=O)[C@@H]1CCCN1C(=O)[C@@H]1CCCN1)c1ccccc1	nt	14%	21%	0%	2%	11	nt	i	nt
CN(C)c1ccc(S(=O)(=O)NCC(=O)N2CCN(c3ccccc3)CC2)cc1[N+](=O)[O-]	-1%	-17%	-2%	6%	6%	8	0%	i	-6%
CCOC(=O)C1=C(C)NC(C)=C(C(=O)OCC)C1C(=O)OCC(=O)NCc1ccccc1	12%	?	-3%	23%	4%	-6	-6%	i	11%
CS(=O)(=O)N(CC(=O)N1CCN(Cc2ccccc2)CC1)c1cccc(Cl)c1	-11%	-4%	-22%	-7%	2%	2	-19%	?	-1%
Cc1ccc(C2(O)CN(c3ccccc3)C3=[N+]2CCS3)cc1 (configuration not stated)	5%	18%	-4%	-5%	-3%	-76*	-15%	i	8%
Cc1ccc(S(=O)(=O)Nc2ccc3cc([N+](=O)[O-])ccc3c2[N+](=O)[O-])cc1	?	?	?	?	2.6µM*	-6	-16%	?	-1%
COc1ccc(-c2csc(NC(=O)CSc3nc(C)nc4sc(C(=O)O)c(C)c34)n2)cc1	?	12%	19%	3%	0%	-6	8%	i	2%
O=C(Cc1c[nH]c2ccccc12)N1CCN(S(=O)(=O)c2ccc(Cl)cc2)CC1	-2%	1%	5%	-3%	-18%	-7	-5%	i	-70%[inhibitor]
COc1ccc(Cn2nnnc2C(c2ccccc2Cl)N2CCN(C3CCCC3)CC2)cc1 (configuration not stated)	-4%	?	-8%	-4%	-17%	?	-11%	i	-4%
CSc1nc(=O)n(-c2ccccc2)c(C)c1C(C)=O	6%	4%	34%[activator]	0%	9%	-5	5%	i	1%
O=S(=O)(c1ccc(F)cc1)N1CCN(Cc2ccccc2C(F)(F)F)CC1	14%	-3%	-13%	0%	-10%	8	-25%	i	12%
COc1ccc(CN2CCC(C)CC2)cc1OCc1ccccc1	?	-1%	121%[activator]	-1%	-17%	-22	-7%	i	23%
Cc1cc(C)c(NC(=O)Cn2nnc3sc4c(c3c2=O)CCC(C(C)(C)C)C4)c(C)c1 (configuration not stated)	nt	-5%	-3%	nt	nt	nt	3%	i	nt
NC(=O)[C@@H]1CCCNc2c(I)cc([N+](=O)[O-])cc2C(=O)N[C@@H](CO)C(=O)N[C@@H](Cc2ccc(O)cc2)C(=O)N1	?	8%	1%	1%	14%	-10	2%	i	-12%
O=C(COC(=O)c1cccc(-n2cnnn2)c1)c1ccccc1	-1%	17%	20%	11%	0%	35	1%	i	?
Clc1nnc2ccc(-c3ccccc3)nn12	27%	23µM*	1%	17%	17%	57	1%	i	1%
CCCCN(C)Cc1c(O)ccc2c(-c3ccccc3)cc(=O)oc12	-2%	?	96%[activator]	-21%	-14%	?	-22%	i	-17%
CCOCCCNC(=O)C(NC(=O)c1ccc(=O)[nH]c1)c1ccc(Cl)cc1 (configuration not stated)	2%	2%	8%	11%	21%	22	-4%	i	-1%
O=C(Nc1ccc2c(c1)OCCO2)c1ccccn1	3%	18µM*	nt	?	?	?	-1%	i	1%
Cc1ccc(OCC(=O)Nc2ccccc2F)cc1	2%	-1%	32%[activator]	2%	11%	5	4%	i	-8%
